LYP phosphatase = PTPN22 lymphoid phosphatase activity blockers – biochemical, fluorescence intensity, uHTS (AID 1779); recombinant LYP phosphatase, fluorescence intensity; higher % means a stronger effect; inhibition, % at 11.5 µM; hits with a dose series show IC50 in µM; 290,000 compounds, 0.054% hits; in the data active = inhibition above about 50%;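 note: plate controls were vehicle with enzyme for no effect and no enzyme for full effect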
RSV CPE inhibition = inhibition of RSV-induced cytopathic effect – HEp-2 cells, primary 10 µM value included (AID 2391); HEp-2 cells, RSV-induced CPE inhibition; higher % means a stronger effect; CPE inhibition, % at 10 µM; hits with a dose series show IC50 in µM; 310,000 compounds, 0.13% hits; in the data active = a potency from the dose series; inconclusive = CPE inhibition mostly from about 23% at the one dose, without a potency; inactive = the rest, 99 in 100 with CPE inhibition below about 21%; note: strong numbers were not always called active
NS5 inhibitors = flavivirus cap methylation enzyme inhibition – biochemical, confirmation dose response, primary screen (AID 588689); Dengue-2 NS5 methyltransferase capping enzyme assay, biochemical; higher % means a stronger effect; inhibition, % at 25 µM, or IC50 in µM where a hit was titrated; 340,000 compounds, 0.3% hits; in the data active = a potency from the dose series; inconclusive = inhibition above about 29% without an active follow-up result
GPR35 antagonists = inhibition of zaprinast-stimulated GPR35 beta-arrestin translocation – imaging, U2OS, beta-arrestin-GFP, zaprinast agonist, primary screen (AID 2058); U2OS GPR35 beta-arrestin-GFP translocation imaging, zaprinast antagonism; higher % means a stronger effect; inhibition, % at 10 µM; hits with a dose series show IC50 in µM; 290,000 compounds, 0.052% hits;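 active = inhibition of at least 50% with at least 30 cells and total cytoplasm GFP at most 10,000,000; inconclusive = under 30 cells or total GFP of 10,000,000 plus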
Rac1 GTP hydrolysis = MgcRacGAP GTPase-activating activity inhibitors, confirmation, biochemical, ADP Hunter fluorescence. MgcRacGAP-stimulated Rac1 GTP hydrolysis, ADP Hunter fluorescence; higher % means a stronger effect; GST-tagged Rac1 F28L mutant substrate. inhibition, % at 30 µM, or IC50 in µM where a hit was titrated. 340,000 compounds, 0.6% hits;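 active = first-screen hits whose inhibition reached a set limit at any dose in the follow-up dose series; inconclusive = inhibition above the set first-screen limit but never retested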;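 note: fluorescence reports GDP produced by GAP-driven GTP hydrolysis; strong numbers were not always called active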
Salmonella PhoP GFP = inhibitors of PhoP regulon expression, primary screen, Salmonella Typhimurium, GFP reporter (AID 1863). 300,000 compounds, 0.16% hits. inhibition, % at 50 µM; hits with a dose series show IC50 in µM. S. Typhimurium PhoP-regulated promoter GFP reporter, 4 h; higher % means a stronger effect;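 active = inhibition over 29.93%, a cutoff 3 SD above the screen mean, later confirmed by dose response; inconclusive = inhibition over 29.93% but no dose response follow-up; inactive = inhibition at most 29.93% or unconfirmed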;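 note: 0% = low Mg2+ inducing control and 100% = high Mg2+ repressing control; strong numbers were not always called active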
SV40 large T antigen = TAg ATPase/helicase activity blockers – biochemical (AID 1903); SV40 large T antigen ATPase/helicase inhibition assay; higher % means a stronger effect; inhibition, % at 20 µM; hits with a dose series show IC50 in µM; 310,000 compounds, 0.39% hits; in the data active = a potency from the dose series; inconclusive = inhibition mostly from about 32% at the one dose, without a potency; inactive = the rest, 99 in 100 with inhibition below about 32%; note: strong numbers were not always called active
West Nile virus CPE = West Nile virus antiviral activity, cell-based, CPE readout (AID 1621); CPE inhibition, % at 10 µM; hits with a dose series show IC50 in µM; West Nile virus-infected cells, CPE inhibition; higher % means a stronger effect; 290,000 compounds, 0.02% hits; in the data active = a potency from the dose series; inconclusive = CPE inhibition mostly from about 3.7% at the one dose, without a potency; inactive = the rest, 99 in 100 with CPE inhibition below about 2.2%; note: strong numbers were not always called active
ER stress rescue = protection against thapsigargin-triggered cell killing – 384-well, CSM14.1, ATP luminescence, primary screen (AID 1222). CSM14.1 thapsigargin-induced death rescue, ATP luminescence; higher % means a stronger effect. cellular ATP content (survival), % at 20 µM, or EC50 in µM where a hit was titrated. 190,000 tested, under 10 active;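 active = EC50 below 50 µM in the dose-response confirmation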;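 note: death triggered by thapsigargin at about 15 µM added after 2 h compound pretreatment; cell ATP read after overnight thapsigargin exposure of roughly 18 to 22 hours; normalized against plate controls of thapsigargin alone and 5% DMSO vehicle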
NS5 inhibitors pilot replicate = recorded beside NS5 inhibitors, whose call it bears; inhibition, %; measured here: pilot screen replicate inhibition
An asterisk follows results filed as active; u = inconclusive; x = no result given.

SMILES	LYP phosphatase	RSV CPE inhibition	NS5 inhibitors	GPR35 antagonists	Rac1 GTP hydrolysis	Salmonella PhoP GFP	SV40 large T antigen	West Nile virus CPE	ER stress rescue	others
CC(C)(C)Nc1nc(Cl)nc(N(C#N)CN2C(=O)c3ccccc3S2(=O)=O)n1	-4%	1.6%	-6%	-4%	-7%	3%	10%	0.2%	2.7%
CCOC(=O)C1CCN(C(=O)c2cccnc2)CC1	-5%	0.2%	0%	11%	8%	19%	18%	0.1%	-0.8%
O=C(Nc1cccc(S(=O)(=O)N2CCOCC2)c1)c1ccco1	-8%	4.2%	0%	12%	4%	12%	-3%	0.2%	4.6%
c1ccc(Cn2c(-c3cncs3)nc3ccccc32)cc1	1%	5.0%	-5%	-9%	4%	1%	-1%	0.6%	-0.6%	NS5 inhibitors pilot replicate=0.3
Cc1nc(-c2nc(-c3c(C(=O)NNC(=O)Nc4cccc(Cl)c4)noc3C)cs2)cs1	1%	u	x	20%	x	-13%	9%	0.8%	x
Nc1ccc(Nc2nc(-c3cccs3)cs2)cc1	0%	4.9%	-3%	4%	12%	4%	0%	0.3%	-0.8%
COc1ccc(CC(=O)NCC2CCCCC2)cc1OC	-12%	0.8%	-5%	-12%	12%	0%	13%	0.1%	x
O=C1c2ccccc2C(Nc2ccc(S(=O)(=O)N3CCCCC3)cc2)N1Cc1ccco1 (stereo not drawn)	-1%	5.8%	1%	14%	7%	2%	8%	0.7%	0.4%
C/C(=N\NC(=O)c1nnn(-c2nonc2N)c1CN(C)C)c1ccco1	1%	-0.2%	-12%	-1%	2%	-4%	5%	0.2%	x
CCOC(=O)N1CCN(C(=O)c2ccc(C#CC3(O)CCCCC3)cc2)CC1	-3%	1.9%	-6%	-4%	2%	-13%	-10%	x	-0.3%
CCN(c1cccc(C)c1)C1C(=O)c2ccccc2N1C(C)=O (stereo not drawn)	-6%	1.0%	4%	7%	7%	-1%	5%	-0.5%	x
O=C(NCCN1CCN(c2cccc(Cl)c2)CC1)C1CCCN(S(=O)(=O)c2cnc[nH]2)C1 (stereo not drawn)	-3%	-0.9%	3%	8%	6%	13%	5%	-0.4%	-0.5%
COC(=O)c1cn(C(C)C(=O)NCc2ccco2)c2ccccc12 (stereo not drawn)	-1%	2.0%	-6%	-9%	8%	-11%	3%	-0.4%	-1.4%
CC(Nc1ccccc1CO)C(=O)Nc1cccc(Cl)c1Cl (stereo not drawn)	-6%	1.5%	4%	-4%	0%	7%	14%	-0.5%	-0.1%
NC(=O)Cn1nnc(-c2ccccc2NC(=O)c2cnccn2)n1	-2%	-0.1%	-2%	-15%	0%	-4%	11%	-0.2%	-1.7%
COc1ccccc1C(=O)N1CCN=C1SCc1cccnc1	0%	-0.3%	5%	4%	9%	-2%	0%	0.3%	x
O=c1ccnc(SCn2nnc3ccccc3c2=O)[nH]1	-4%	-1.0%	0%	4%	10%	-7%	0%	0.3%	0.1%
COc1ccc(CCn2c(C)c(C(C)=O)c3cc(OC(=O)c4ccco4)ccc32)cc1OC	2%	0.7%	-2%	-12%	1%	7%	-28%	0.1%	-2.2%
COC(=O)CC/C(O)=C1/C(=N)CC(C)(C)CC1=O	-8%	2.4%	-4%	-8%	7%	-10%	3%	0.5%	-3.5%
CCC(C)[C@H](NC(=O)[C@@H]1CSC2c3ccccc3C(=O)N21)C(=O)NCc1ccncc1 (stereo partly drawn)	-11%	0.3%	4%	-5%	6%	-2%	5%	0.1%	x
CC1=NN(c2ccccc2)C(=O)C1=C(C)C	-6%	1.0%	-56%	-9%	8%	-7%	-2%	0.0%	0.0%
O=C(CSc1ccc2c(c1)OCCO2)Nc1ncc(Cl)cc1Cl	-4%	-0.9%	-19%	-9%	5%	-13%	11%	0.3%	-3.0%
Cc1ccc(Cl)cc1N1CCN(S(=O)(=O)c2ccc3[nH]c(=O)c(=O)[nH]c3c2)CC1	0%	1.0%	-5%	-9%	7%	-10%	6%	-0.3%	-0.3%
Cc1cc(-c2nnc(SCC(=O)c3ccc(F)cc3)o2)no1	-6%	0.9%	-7%	14%	11%	-4%	13%	1.6%	-0.1%
Cn1c(CN2CCCCC2)c(C#N)c2ccccc21	-10%	0.8%	3%	23%	11%	9%	7%	0.5%	-0.4%
CCc1nnc(NS(=O)(=O)c2ccc(NC(=O)Nc3ccc(OC)cc3)cc2)s1	-2%	-0.6%	-34%	-10%	-8%	-1%	7%	0.4%	x
COCCN1C=C2C(=O)C(C)(OC(=O)CCC(=O)OC)C(=O)C=C2C=C1C1CC1 (stereo not drawn)	-11%	-1.4%	13%	-8%	-2%	-8%	13%	0.1%	x
Cc1cc(C=O)c(C)n1-c1ccc(NC2CCCCC2)c([N+](=O)[O-])c1	3%	7.7%	-6%	9%	2%	6%	10%	x	-0.7%
Cc1nc(SC(C)C(=O)NCC2CCCO2)c2cc(-c3ccccc3)sc2n1 (stereo not drawn)	x	u	8%	x	-1%	-6%	3%	x	x
Cc1cc(C(=O)Cn2ncc(Cl)c(Cl)c2=O)c(C)n1CC(F)(F)F	-3%	-1.7%	-13%	13%	3%	24%	9%	-1.2%	-1.1%
COC(=O)c1ccccc1NC(=O)CNC(=O)c1ccc(OC)cc1	-2%	-0.6%	0%	-2%	9%	6%	9%	-0.6%	1.3%
Cc1nn(CC(=O)NCCCN2CCN(Cc3ccccc3)CC2)c(=O)c2cc(-c3ccccc3)nn12	-13%	0.0%	-4%	45%	16%	3%	10%	-0.9%	x
Cc1ccccc1OCC(=O)OCC(=O)NCc1cccs1	-9%	0.5%	-6%	4%	7%	-1%	7%	0.1%	-8.4%
COc1ccc(CNC(=O)CCSCc2cccc(Cl)c2)c(OC)c1	-3%	2.3%	-2%	5%	0%	8%	17%	-0.5%	0.5%
Cc1cc(C)cc(-n2nnc(C(=O)NCc3ccccc3Cl)c2N)c1	-3%	1.5%	5%	9%	-9%	20%	4%	-0.4%	0.2%
COC(=O)[C@]1(CC(C)C)N[C@H](c2ccc(-c3ccc(Cl)c(Cl)c3)cc2)[C@@H]2C(=O)N(C)C(=O)[C@@H]21	x	12%	1%	x	14%	1%	7%	x	x
Cc1cc(=O)n2nc(N3CCC(C(=O)NCc4ccc(F)cc4)CC3)sc2n1	-5%	1.6%	-2%	-8%	14%	-8%	5%	0.2%	x
CCC(C)c1ccccc1NC(=O)COC(=O)c1ccc2c(c1)S(=O)(=O)c1ccccc1C2=O (stereo not drawn)	3%	3.2%	-2%	-10%	11%	2%	3%	0.0%	1.1%
CC(C)(C)N=C1NC(=NC(C)(C)C)c2ccccc21	1%	-0.5%	1%	14%	4%	-1%	2%	-0.9%	-2.0%
COC(=O)C1=C(C)N(CCc2ccc(OC)cc2)C(=O)C1	-4%	-0.2%	9%	6%	12%	9%	u	0.2%	-0.6%
CC(=O)Nc1ccc(S(=O)(=O)Oc2cccc(N3C(=O)C4CC=CCC4C3=O)c2)cc1 (stereo not drawn)	1%	-1.4%	-5%	11%	6%	0%	6%	0.7%	-0.4%
N=c1ccn(Cc2ccccc2Cl)cc1	-3%	22%	x	12%	2%	-5%	4%	0.0%	2.5%
CC(=O)Nc1ccc(NC(=O)C2CCCN(S(=O)(=O)c3ccc(-n4cnnn4)cc3)C2)cc1 (stereo not drawn)	-10%	2.7%	-1%	1%	3%	-4%	7%	-0.1%	x
CC1(C)Cc2nc(N3CCOCC3)c(C#N)cc2CO1	-8%	1.2%	-3%	4%	8%	7%	3%	-0.2%	-2.8%
COCCNC(=O)CN(C(=O)c1ccc(N2CCCC2)nc1)c1ccc(F)c(Cl)c1	-2%	2.8%	-5%	-5%	13%	7%	9%	-0.8%	x
O=C(CN1C(=O)c2ccccc2S1(=O)=O)Nc1ccc(S(=O)(=O)N2CCCC2)cc1	3%	0.8%	-2%	10%	-5%	0%	19%	0.7%	-4.6%

Five compounds out of the list, ordered by SMILES length, low to high.
SMILES	LYP phosphatase	RSV CPE inhibition	NS5 inhibitors	GPR35 antagonists	Rac1 GTP hydrolysis	Salmonella PhoP GFP	SV40 large T antigen	West Nile virus CPE	ER stress rescue	others
N=c1ccn(Cc2ccccc2Cl)cc1	-3%	22%	x	12%	2%	-5%	4%	0.0%	2.5%
CC(C)(C)N=C1NC(=NC(C)(C)C)c2ccccc21	1%	-0.5%	1%	14%	4%	-1%	2%	-0.9%	-2.0%
COCCNC(=O)CN(C(=O)c1ccc(N2CCCC2)nc1)c1ccc(F)c(Cl)c1	-2%	2.8%	-5%	-5%	13%	7%	9%	-0.8%	x
CC(=O)Nc1ccc(S(=O)(=O)Oc2cccc(N3C(=O)C4CC=CCC4C3=O)c2)cc1 (stereo not drawn)	1%	-1.4%	-5%	11%	6%	0%	6%	0.7%	-0.4%
CC(=O)Nc1ccc(NC(=O)C2CCCN(S(=O)(=O)c3ccc(-n4cnnn4)cc3)C2)cc1 (stereo not drawn)	-10%	2.7%	-1%	1%	3%	-4%	7%	-0.1%	x
